Assay outcomes: PubChem, several laboratories
thrombin 1536: human alpha-thrombin inhibitors, primary screen, counter-screen for coagulation protease inhibitor project, biochemical, 1536-well, fluorogenic AMC substrate; Prothrombin (Homo sapiens), P00734; Boc-VPR-AMC fluorogenic substrate cleavage; inhibition, % at 5 µM; actives 0.26% (n = 220,000); AID 1046, 2008;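 active means inhibition at or above 40%; inactive means inhibition below 40%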;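 further: 0% = enzyme with no compound and 100% = wells without enzyme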
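System: Human alpha-thrombin protein | Medium: pH 7.5 Tris (50 mM) with NaCl 150 mM, Tween 20 0.05% | Times: Enzyme reaction carried out at room temperature | Detection: AMC fluorescence, 355/460 nm | Evaluation: Percent inhibition scaled between no-compound controls and no-enzyme blanks | Benchmarks: Enzyme without compound as high, wells lacking enzyme as low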
Furin inhibitor: human furin inhibitors, primary screen, biochemical, fluorescence intensity. actives 0.061% (n = 220,000). purified furin, fluorogenic substrate cleavage. inhibition, % at 30 µM. AID 463115, 2010; in the data active means inhibition above about 25%; further: inactives centre near -15
Cl transport mod: KCC2 cotransporter modulators, thallium flux, primary screen, cell-based, HEK293 KCC2, FluoZin-2 fluorescence, MLSMR; AID 1456, 2008; actives 2.2% (n = 190,000); B-score of Tl+ flux slope (higher = more flux/activation; lower = inhibition) at 10 µM; KCC2 cells, thallium flux FluoZin-2 fluorescence;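 active means thallium flux slope and its plate-corrected score both differing from the plate sample mean at a set confidence after two filtering rounds, in either direction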;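 further: slope of fluorescence scaled to starting intensity during 10 to 20 s after thallium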
FXIIa inh: human FXIIa protease inhibitors, primary screen, biochemical, 1536-well; Coagulation factor XII (Homo sapiens), P00748; purified FXIIa, Boc-QGR-AMC fluorogenic substrate, 2 h; inhibition, % at 5 µM; actives 0.3% (n = 220,000); AID 800, 2007; in the data active means inhibition above about 40%;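 further: 0% = enzyme with no compound and 100% = blank without enzyme; many of its hits are not listed in these tables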
FXIa inh: human FXIa protease inhibitors, primary screen, biochemical, 1536-well. inhibition, % at 5 µM. actives 0.14% (n = 220,000). AID 798, 2007. Coagulation factor XI (Homo sapiens), P03951. purified FXIa, Boc-Glu-Ala-Arg-AMC fluorogenic substrate;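 active means inhibition of at least 40%; inactive means inhibition below 40%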;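 further: fluorescence of freed AMC excited at 355 nm; 0% = enzyme without compound and 100% = no enzyme blank; many of its hits are not listed in these tables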
Rad51 HR inh: human RAD51 strand exchange inhibitors, primary screen, biochemical, fluorescence. AID 1385, 2008. actives 0.085% (n = 200,000). inhibition, % at 10 µM. hRad51 DNA strand exchange, fluorescence dequenching;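 active means inhibition above 40% at the single screening dose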;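 further: 0% = DMSO control wells and 100% = blanks with heterologous ssDNA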
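Material: Human Rad51 nucleoprotein filaments preassembled on unlabelled ssDNA | Also added: Labelled 47-mer dsDNA for strand exchange | Dosing: Single dose, 10 µM final compound | Schedule: 30-min compound preincubation and 15-min exchange, both room temperature | Technique: Fluorescence dequenching at 485/520 nm | Measure: Percent inhibition relative to plate controls and blanks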
KLK5 inh: human KLK5 protease inhibitors, primary screen, biochemical, 1536-well. Kallikrein-5 (Homo sapiens), Q9Y337. recombinant hK5, fluorogenic AMC substrate cleavage. inhibition, % at 5 µM. actives 0.59% (n = 210,000). AID 873, 2007;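 active means inhibition of 40% or more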;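 further: 0% = enzyme controls without compound and 100% = no-enzyme blanks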
PERK inh: block of dimerizer-induced PERK translation repression, primary screen, PERK inhibitor project, CHO PERK-DD cells, SEAP luminescence, HTS; actives 0.17% (n = 220,000); inhibition, % at 5.6 µM; CHO PERK-DD fusion, SEAP luminescence translation reporter; AID 1416, 2008;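 active means inhibition above the mean inhibition of all tested compounds plus 3 SD, set separately per screening campaign, cut at about 2.9% in these data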;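 further: PERK kinase domain activated by AP20187 dimerizer at 100 nM; 0% = DMSO with dimerizer and 100% = rapamycin at 8.4 µM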
Target sequence (Q9NZJ5 whole entry, looked up, the tested form may be a part): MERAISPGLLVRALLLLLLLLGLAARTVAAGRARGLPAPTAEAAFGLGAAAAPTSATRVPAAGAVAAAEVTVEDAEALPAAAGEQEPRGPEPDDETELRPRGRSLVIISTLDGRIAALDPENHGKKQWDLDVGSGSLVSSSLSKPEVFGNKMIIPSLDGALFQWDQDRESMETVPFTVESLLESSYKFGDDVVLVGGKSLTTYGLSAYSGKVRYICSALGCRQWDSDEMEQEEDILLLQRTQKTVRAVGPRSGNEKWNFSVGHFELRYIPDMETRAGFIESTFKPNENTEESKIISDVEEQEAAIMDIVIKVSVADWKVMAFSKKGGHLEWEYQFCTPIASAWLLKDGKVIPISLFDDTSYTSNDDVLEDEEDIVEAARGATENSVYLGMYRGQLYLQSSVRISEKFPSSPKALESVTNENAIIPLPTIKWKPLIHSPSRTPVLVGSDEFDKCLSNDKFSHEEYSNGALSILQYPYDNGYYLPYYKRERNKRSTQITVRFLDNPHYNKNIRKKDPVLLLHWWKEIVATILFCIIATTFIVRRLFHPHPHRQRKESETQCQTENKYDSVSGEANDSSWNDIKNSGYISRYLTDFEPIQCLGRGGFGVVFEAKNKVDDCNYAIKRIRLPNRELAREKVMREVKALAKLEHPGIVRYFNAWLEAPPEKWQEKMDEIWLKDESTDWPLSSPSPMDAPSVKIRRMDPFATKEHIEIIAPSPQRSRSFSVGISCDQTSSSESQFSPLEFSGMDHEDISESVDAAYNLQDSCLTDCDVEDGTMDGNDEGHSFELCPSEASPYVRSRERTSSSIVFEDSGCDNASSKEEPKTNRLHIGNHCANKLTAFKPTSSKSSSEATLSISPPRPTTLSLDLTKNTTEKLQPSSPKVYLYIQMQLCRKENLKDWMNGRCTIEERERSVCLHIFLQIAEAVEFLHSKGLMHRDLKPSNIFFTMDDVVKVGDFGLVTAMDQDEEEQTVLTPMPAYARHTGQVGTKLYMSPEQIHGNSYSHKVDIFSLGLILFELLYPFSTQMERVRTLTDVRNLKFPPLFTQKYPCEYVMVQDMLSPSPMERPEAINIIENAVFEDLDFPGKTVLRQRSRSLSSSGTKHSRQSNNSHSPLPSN
Calpain2 inh: inhibitors of pig calpain II, primary screen, biochemical, fluorogenic peptide substrate, 1536-well; actives 0.37% (n = 220,000); AID 1236, 2008; inhibition, % at 16 µM; purified calpain II, 30 min;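 active means inhibition above about 50%, limit read from the data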
Active calls of the source: *; i = inactive; · = not tested or not shown; [ ] = remark or other dose.

SMILES	thrombin 1536	Furin inhibitor	Cl transport mod	FXIIa inh	FXIa inh	Rad51 HR inh	KLK5 inh	PERK inh	Calpain2 inh
Cc1ccc(Cn2nnc(C(=O)Nc3cc(C)ccc3C)c2N)cc1	-3	-29[20 µM]	-0.0044	7	-3	3	-25	-0.4	-13
O=C(/C=C/c1cccc([N+](=O)[O-])c1)Nc1ccccn1	-3	-32	0.22	-4	1	-9	-5	0.8	3
O=c1cc(-c2c(F)c(F)c(F)c(F)c2F)oc2c(F)c(F)c(F)c(F)c12	2	-18	-2.7*	17	2	-3	-5	0.0	-10
CCOC(=O)c1c(-c2ccc(C)o2)csc1NC(=S)NC(=O)c1cccs1	1	-8	6.3*	11	7	2	-5	1.3	18
Cc1csc(Nc2ccccc2)[n+]1C	-11	-7	1.2	5	1	-8	7	-0.1	20
CC1(C)Cc2ccccc2C2=NNC(=O)C2=N1	-4	-5	0.69	4	-3	14	6	0.9	i
Cn1cc(Br)c(C(=O)NC(=S)Nc2ccc(S(N)(=O)=O)cc2)n1	22	-6	1.3	25	29	·	29	-0.2	22
CCOc1ccc2[nH]c(=O)c(CN(CCN3CCCC3)C(=S)Nc3ccccc3OCC)cc2c1	-5	-29	0.19	4	-3	2	-3	0.0	-123
Cc1ccc(NC(=S)NNC(=S)Nc2ccc(C)cc2C)cc1	-4	-8	0.74	3	0	-7	-8	0.3	14
CCN(CC)CCN1C(=O)c2ccccc2NC1c1ccccc1F (centres undefined)	25	-20[20 µM]	0.26	16	13	1	41*	0.0	i

Some of these compounds in order of molar mass, high to low.
SMILES	thrombin 1536	Furin inhibitor	Cl transport mod	FXIIa inh	FXIa inh	Rad51 HR inh	KLK5 inh	PERK inh	Calpain2 inh
CCOC(=O)c1c(-c2ccc(C)o2)csc1NC(=S)NC(=O)c1cccs1	1	-8	6.3*	11	7	2	-5	1.3	18
O=c1cc(-c2c(F)c(F)c(F)c(F)c2F)oc2c(F)c(F)c(F)c(F)c12	2	-18	-2.7*	17	2	-3	-5	0.0	-10
CCN(CC)CCN1C(=O)c2ccccc2NC1c1ccccc1F (centres undefined)	25	-20[20 µM]	0.26	16	13	1	41*	0.0	i
Cc1ccc(Cn2nnc(C(=O)Nc3cc(C)ccc3C)c2N)cc1	-3	-29[20 µM]	-0.0044	7	-3	3	-25	-0.4	-13
Cc1csc(Nc2ccccc2)[n+]1C	-11	-7	1.2	5	1	-8	7	-0.1	20

Continuation.
SMILES	thrombin 1536	Furin inhibitor	Cl transport mod	FXIIa inh	FXIa inh	Rad51 HR inh	KLK5 inh	PERK inh	Calpain2 inh
O=[N+]([O-])c1cccc(S(=O)(=O)N2CCCC2)c1	-11	-5	0.96	6	4	4	-13	0.6	11
CCC(C(=O)OCCOCCN(CC)CC)c1ccccc1 (centres undefined)	-3	-17	-0.36	7	2	·	-1	0.8	-11
O=C(C1CCCN(Cc2ccccc2C(F)(F)F)C1)N1CCCCC1 (centres undefined)	-1	-13[20 µM]	-0.21	15	2	-11	-8	-0.1	-31
O=C1c2ccccc2C(=O)N1CCCCCc1nc(-c2ccccc2)no1	-8	-13[20 µM]	2.1	-6	2	0	-31	-0.1	64*
CC(=O)N1N=C(c2ccc(C)o2)CC1c1cccc(F)c1 (centres undefined)	-9	-10	·	2	-6	0	2	0.4	-24
CN(C)c1ccc(NC(=O)Nc2cccc3ccccc23)cc1	0	-18	-0.47	5	-3	10	-16	-0.8	-19
CCCCC(=O)Nc1ccc2oc(-c3ccncc3)nc2c1	-3	-9[20 µM]	·	6	3	-2	-23	1.0	-443
COc1ccc(C2C3=C(CCCC3=O)Nc3nc(-c4cc(OC)c(OC)c(OC)c4)nn32)cc1OC (centres undefined)	0	-1	-1.5	19	0	2	-11	-0.1	-9
COc1ccc(C(=O)NNC(=O)CCn2nnc(-c3ccc(C)cc3)n2)cc1OC	·	-21	2.6	6	-2	-7	-2	0.7	19
O=C1CC(c2ccccc2)Sc2nc3ccccc3n21 (centres undefined)	-2	-28	-0.0046	7	2	5	-1	0.5	-3
COc1cc2c(N3CCOCC3)cc(O)c(CC(=O)Nc3ccccc3)c2cc1OC	2	-30[20 µM]	0.93	2	-2	4	-3	0.0	-306
O=C(O)COc1ccccc1/C=N/NC(=O)CSc1nnc(-c2ccc(Cl)cc2)n1C1CCCCC1	-1	-13	-0.4	7	-2	-7	2	0.5	6
Cc1ccccc1C1CC(=O)NC2=C1C(=O)CCC2 (centres undefined)	-8	-2	1.1	-3	-8	-9	-1	0.4	-51
O=C(c1ccc([N+](=O)[O-])s1)N1CCc2ccccc2C1	1	-6	0.35	6	-4	0	-18	-0.6	32
CCOC(=O)C1=C(C)N(C)C(C)=C(C(=O)OCC)C1c1ccc(C(=O)OC)cc1	11	-3[20 µM]	-1.1	35	11	·	20	-1.2	16
O=C(CSc1nc2ccc(Cl)cc2[nH]1)NC1CCCc2ccccc21 (centres undefined)	3	-21	2	29	18	·	-9	-0.1	4
CN(C)S(=O)(=O)c1cccc(C(=O)C2=C3SC=C(c4ccccc4)N3CC2)c1	1	-8[20 µM]	-2.1	12	7	-3	6	-1.2	-8
Cc1ccc(NC(=O)NCC2CCN(Cc3cc(C)ccc3Cl)CC2)c(C)c1	-4	-15	0.021	4	-6	8	-2	-0.5	10
CNC(=S)NNC(=O)c1ccccc1Cl	-3	-24	·	7	4	13	2	1.0	-1
CCS(=O)(=O)N1CCCC(C(=O)NCCN(C)Cc2ccccc2)C1 (centres undefined)	-1	-13	·	12	-21	6	7	0.3	-31
O=C(Nc1cc(C(F)(F)F)ccc1-n1cncn1)c1ccc(-c2ccccc2)cc1	-8	-18[20 µM]	-0.85	7	-9	-10	-8	1.3	5
Cc1ccc(NC(=O)CSc2nc(NS(=O)(=O)c3ccccc3)cc(=O)[nH]2)cc1	-2	4[20 µM]	-1.9	7	-14	9	-31	0.3	-59
NC(=O)C1(N2CCCCC2)CCN(c2ccc3nnc(-c4ccccc4)n3n2)CC1	-7	-25	·	9	1	1	-10	-0.3	14
CCN(CC)C(=O)COC(=O)c1cc(-c2ccc(OC)cc2)nc2ccccc12	-4	-14[20 µM]	0.75	-8	-5	·	-101	-2.0	-32
CCOC(=O)c1cccnc1NC(=O)c1ccncc1	30	-9	0.48	30	19	17	34	0.4	18
N#Cc1c(NCCN)nc(-c2ccccc2)c2c1CCCC2	0	-19[20 µM]	·	15	8	·	5	-2.8	6
COc1ccc(C(=O)NC2=Nc3ccccc3N=C(C)C2c2ccccc2)cc1 (centres undefined)	-19	-11	0.037	1	-3	·	-2	-1.0	-25
S=c1[nH]nc(-c2cc(-c3ccco3)[nH]n2)n1-c1ccccc1Cl	-14	-24[20 µM]	-1.1	-6	2	4	-4	1.4	-58
O=C(NCC1CCCO1)c1ccc2c(c1)OCO2 (centres undefined)	-6	-24	-0.063	-1	-5	9	-8	0.4	0
COCc1cc(C)nc(SC)c1C#N	-2	-30	0.39	11	0	0	3	1.2	-17
OCc1nnc2c3ccccc3c(-c3ccccc3)nn12	-5	-10[20 µM]	0.27	5	2	4	-5	-1.0	-6
CCc1nnc(NC(=O)c2ccc3c(=O)n4c(nc3c2)CCCCC4)s1	-1	-16	0.61	8	0	7	0	-0.7	-6
O=C(NCc1ccc(Cl)cc1)C(=O)NCC1OCCN1S(=O)(=O)c1ccc2c(c1)OCCO2 (centres undefined)	2	-1	-1.3	12	14	-2	-4	-0.1	4
O=C(NCc1cccnc1)c1cccc(NC(=O)c2ccco2)c1	-5	-8[20 µM]	0.83	3	-5	·	-19	-0.2	-4
CCOC(=O)c1cccc(-n2c(C)cc(C=O)c2C)c1	-11	-17	-1	5	2	9	-2	0.5	-11
CC(C)NC(=O)c1cc(=O)n(C)c(=O)n1C	-6	-14[20 µM]	-0.0011	-9	-5	-5	-6	0.3	-55
O=C1/C(=C/c2cccnc2)CC/C1=C\c1cccnc1	4	-17	-0.17	12	0	29	-5	0.4	-31
Cn1c(O)c(/C=N/Nc2ccccc2)c(=O)n(C)c1=O	-12	-21	0.19	0	0	2	-6	0.3	3
CCOc1ccc(NC(=S)NC(=O)/C=C/c2ccc(C)cc2)c([N+](=O)[O-])c1	4	-12[20 µM]	-0.24	12	3	·	-9	0.3	45
O=C1CCC([N+](=O)[O-])C(c2ccc(Cl)cc2Cl)N1 (centres undefined)	1	-13[20 µM]	0.53	17	8	-8	-2	0.4	-13
CSc1nc(N2CCN(c3ccccc3)CC2)cc(N2CCN(c3ccccc3)CC2)n1	-6	-17	-0.48	12	3	10	8	0.4	41
O=C(O)Cn1c(SCCOc2ccccc2)nc2ccccc21	4	-23[20 µM]	1.1	23	-1	-3	42*	1.4	15
CCn1c(SCC(=O)Nc2ccccc2)nc2nc3c(cc2c1=O)COC(C)(C)C3	0	-18	0.58	11	3	15	3	-1.6	-13
O=C(O)CNS(=O)(=O)c1ccc(C2CCCCC2)cc1	2	-25	0.21	8	22	1	-10	0.0	-2
Cc1ccsc1/C=N/n1c(-c2ccco2)n[nH]c1=S	-1	-10	-0.094	12	-2	-4	1	1.0	25
Cc1ccsc1C(=O)NNC(=O)C1CCCCC1C(=O)O (centres undefined)	-6	-14[20 µM]	-2.1	1	-5	1	-6	1.0	6
COc1ccc(CCn2c(C)cc(C(=O)CCl)c2C)cc1OC	·	-3	-1.1	103*	30	-4	24	0.0	23
CC1=C(C(=O)OCc2ccccc2)C(c2ccc(C#N)cc2)NC(=O)N1CCCC(=O)O (centres undefined)	-1	-19	-0.2	12	2	-2	-15	0.7	-13
C=CCc1cccc(/C=C/c2cc(=O)c3ccccc3[nH]2)c1O	-8	-4	-0.74	6	2	-1	2	-0.2	0
N#CC1=C(N)Oc2n[nH]c(-c3cccs3)c2C1c1ccco1 (centres undefined)	3	-13[20 µM]	-1.6	13	5	-10	-16	0.3	-61
(list continues)
SMILES	thrombin 1536	Furin inhibitor	Cl transport mod	FXIIa inh	FXIa inh	Rad51 HR inh	KLK5 inh	PERK inh	Calpain2 inh
O=c1cc(O)c2c(=O)n(-c3ccccc3)c3ccccc3c2o1	1	-18	·	13	-3	·	4	0.2	-23
Cc1cccc2nc(CSc3nncn3-c3ccccc3)cn12	1	0	-0.36	-1	-5	2	-7	-1.0	-3
CCn1c(C)nc2cc(C(N)=O)ccc21	-3	-25	0.029	7	-2	-10	2	0.0	4
Cc1cccc2nc(CSc3ccccc3C(=O)O)cn12	-9	-13	1.3	7	-1	8	-5	0.8	13
Cc1ccc(C(c2nnnn2C(C)(C)C)N(Cc2ccco2)Cc2cccs2)cc1 (centres undefined)	2	2	-0.3	12	8	-2	8	-0.3	32
O=C1NC(NS(=O)(=O)c2ccccc2)(C(F)(F)F)C(=O)N1Cc1cccnc1 (centres undefined)	-9	-5	-0.22	7	-2	-42	-3	0.4	-2
CC(=O)N/N=C(\C)c1ccc(Br)cc1Br	-9	-19	-0.0091	2	-4	10	-3	2.1	3

These rows are one share of the data, so the mix of outcomes need not match the whole.
